Source: PubChem
Rtt109 HAT inh: inhibitors of C. albicans Rtt109/Vps75 HAT, primary screen, biochemical, ThioGlo CoA-SH fluorescence, plate reader. Histone acetyltransferase RTT109 (Candida albicans (strain SC5314 / ATCC MYA-2876)), …. inhibition, % at 34.9 µM. AID 540336, 2011. hit rate 0.16% among 330,000. purified Rtt109/Vps75, 4 h;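 active = inhibition of at least 50% in every replicate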
NSD2 HMT inh: NSD2 histone methyltransferase inhibitors, primary screen, biochemical, AlphaScreen, single concentration, set 2. hit rate 0.54% among 310,000. inhibition, % at 12.5 µM. Histone-lysine N-methyltransferase NSD2 (Homo sapiens), O96028. NSD2 peptide methylation, 120 min; in the data active = inhibition above about 50%
dFosB activator: activators of delta FosB homodimer, primary screen, biochemical, fluorescence polarization, TAMRA-CDK5 oligo, single point | purified delta FosB; percent of positive-control signal above neutral wells | activation, % at 25 µM | AID 493131, 2011 | hit rate 0.99% among 340,000 | Protein FosB (Mus musculus), P13346;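 active = mean activation above about 17%, with every replicate also reaching it, limit read from the data, passing the limit was not always enough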;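 also: fluorescence polarization rise as delta FosB binds a TAMRA Cdk5 AP-1 oligo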
Target sequence (P13346 whole entry, looked up): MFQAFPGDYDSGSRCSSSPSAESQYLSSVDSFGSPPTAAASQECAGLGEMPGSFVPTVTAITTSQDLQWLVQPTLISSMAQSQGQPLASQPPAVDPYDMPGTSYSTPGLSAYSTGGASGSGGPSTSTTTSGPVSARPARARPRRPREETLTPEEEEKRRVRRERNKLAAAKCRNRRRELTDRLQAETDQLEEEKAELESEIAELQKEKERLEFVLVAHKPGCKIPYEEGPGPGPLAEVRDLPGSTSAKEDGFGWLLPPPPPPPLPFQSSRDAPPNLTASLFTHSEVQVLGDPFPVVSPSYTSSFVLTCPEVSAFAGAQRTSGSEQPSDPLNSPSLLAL
CAL PDZ FP-1: untagged CAL PDZ binding inhibitors, primary screen, biochemical, fluorescence polarization, HTS; AID 602252, 2012; hit rate 0.92% among 300,000; Golgi-associated PDZ and coiled-coil motif-containing protein (Homo sapiens), Q9HD26; inhibition, % at 24.9 µM; purified CAL PDZ, TMR-peptide fluorescence polarization, 1 h;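 active = mean inhibition of at least 30% with at least half of replicates also reaching 30%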;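 also: 0% = DMSO neutral control and 100% = excess unlabeled competitor peptide PRC23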
PvdQ acylase: P. aeruginosa PvdQ acylase inhibitors, primary screen, biochemical, fluorescence, plate reader and imaging, single point; PvdQ acylase [Pseudomonas aeruginosa LESB58]; purified PvdQ acylase; inhibition, % at 10 µM; hit rate 0.063% among 340,000; AID 488965, 2010; in the data active = inhibition above about 30%, passing the limit was not always enough;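 also: 0% = vehicle neutral wells and 100% = reference inhibitor wells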
SR-BI uptake up: activators of SR-BI mediated DiI-HDL uptake, primary screen, ldlA[mSR-BI] CHO cells, DiI fluorescence; 3 h; 100 = double the neutral-control signal; activation, % at 12.5 µM; hit rate 0.096% among 320,000; AID 504775, 2011;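 active = mean replicate activation of at least 60% and every replicate at or above 60%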;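 also: 0% = median plate neutral-control signal and 100% = twice that signal; values of inactives mirror those of a sister screen read the other way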
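System: CHO ldlA[mSR-BI] cells / Medium: HEPES-buffered (25 mM, pH 7.4) F12 plus 0.5% BSA / Probe or stimulus: labelled HDL, 10 µg/mL / Doses: single compound concentration, delivered by pin transfer / Schedule: 3 h, 37 °C / Measured by: DiI fluorescence, bottom read / Measure: cell-associated DiI fluorescence as measure of HDL uptake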
CAL PDZ FP-2: CAL PDZ peptide-binding inhibitors, primary screen, biochemical, fluorescence polarization, Cer-tagged CAL PDZ, HTS; purified CAL PDZ, TMR-peptide fluorescence polarization, 1 h; inhibition, % at 20 µM; hit rate 0.02% among 330,000; AID 504414, 2011;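 active = highest replicate inhibition of at least 40%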;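 also: plate controls were DMSO neutral control wells for no effect and unlabeled competitor peptide control wells for full effect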
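Control set: unlabelled peptide and DMSO controls / Material: purified CerCALP PDZ construct / Timing: 1 h incubation at room temperature before polarization reading / Doses: 20 µM, one dose / Detection: fluorescence polarization (mP)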
SR-BI HDL uptake: inhibitors of SR-BI mediated HDL lipid uptake, primary screen, ldlA[mSR-BI] cells, fluorescence, single point. ldlA[mSR-BI] CHO cells, DiI-HDL uptake fluorescence, 3 h. Scavenger receptor class B member 1 (Mus musculus), Q61009. AID 488896, 2010. inhibition, % at 12.5 µM. hit rate 0.96% among 320,000;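 active = mean replicate inhibition of at least 70% and a set share of replicates each scoring 70 or more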;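 also: 0% = median of neutral control wells and 100% = median of positive control wells; values of inactives mirror those of a sister screen read the other way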
Target sequence (Q61009 whole entry, looked up): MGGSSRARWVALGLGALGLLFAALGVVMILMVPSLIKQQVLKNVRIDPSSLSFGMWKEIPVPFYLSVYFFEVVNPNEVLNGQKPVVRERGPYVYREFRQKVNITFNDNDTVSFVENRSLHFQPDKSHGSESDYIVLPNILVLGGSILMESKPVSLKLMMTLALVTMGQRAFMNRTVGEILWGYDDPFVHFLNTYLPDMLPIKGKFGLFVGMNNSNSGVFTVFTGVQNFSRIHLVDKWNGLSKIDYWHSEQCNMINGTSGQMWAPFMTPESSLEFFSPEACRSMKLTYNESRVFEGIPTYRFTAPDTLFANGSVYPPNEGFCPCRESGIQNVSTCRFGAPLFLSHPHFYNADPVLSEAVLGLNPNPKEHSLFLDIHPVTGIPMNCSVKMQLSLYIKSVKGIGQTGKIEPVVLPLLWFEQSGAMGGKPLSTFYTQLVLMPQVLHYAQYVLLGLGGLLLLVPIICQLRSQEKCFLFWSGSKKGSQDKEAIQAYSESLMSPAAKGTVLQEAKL
MITF act: activators of MITF-driven TRPM1 promoter reporter, primary screen, cell-based, SK-MEL-5, luciferase, single point. SK-MEL-5 TRPM1-promoter luciferase, 24 h; % of positive control, neutral wells = 0. activation, % at 12.5 µM. hit rate 0.75% among 300,000. AID 588334, 2011;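 active = mean activation of at least 80% with every replicate also reaching 80%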;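 also: 0% = neutral control wells and 100% = parthenolide positive control wells; values of inactives mirror those of a sister screen read the other way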
PfHsp90 set2: growth inhibition of PfHsp90-expressing yeast, primary screen, antimalarial PfHsp90 inhibitor project, S. cerevisiae, BacTiter-Glo luminescence, single point, set 2. AID 504621, 2011. inhibition, % at 9.4 µM. BacTiter-Glo ATP, 48 h; yeast lacking PDR1 and PDR3 efflux regulators. hit rate 0.32% among 310,000;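 active = every replicate shows inhibition above about 80%, whatever the replicate mean, limit read from the data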;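 also: 0% = DMSO neutral controls and 100% = 20 µM radicicol positive controls; yeast relying on Plasmodium falciparum Hsp90 in place of its own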
Numbers without * were called inactive; / = no result given.

SMILES	Rtt109 HAT inh	NSD2 HMT inh	dFosB activator	CAL PDZ FP-1	PvdQ acylase	SR-BI uptake up	CAL PDZ FP-2	SR-BI HDL uptake	MITF act	PfHsp90 set2
Cc1cc(-c2ccccc2)n2nc(C)c(C#N)c2n1	-19	2	-10	-5	-3	1	-1.8	-1	-17	-8
COc1cc(NC(=O)C2CCCN2C(=O)OCc2ccccc2)cc(OC)c1 (configuration not stated)	9	0	2	-5	3	-10	-0.7	10	-5	-6
CCCCN(C(=O)c1cc(-c2ccco2)nc2ccccc12)c1c(N)n(CCCC)c(=O)[nH]c1=O	13	/	0	-2	2	3	-2.5	-3	1	/
COc1ccc(-c2c3c(=O)n(C)c(=O)n(C)c3cn2N2CCOCC2)cc1	6	3	-4	0	5	-12	-0.7	12	/	/
CC(=O)N1CCOc2ccc(S(=O)(=O)N3CCN(c4cccc(C(F)(F)F)c4)CC3)cc21	1	-2	-14	-1	-9	-8	-1.3	8	-10	-17
CCOc1ccc(-n2c(-c3ccco3)n[nH]c2=S)cc1	1	2	-2	/	-6	28	-0.3	-28	/	5
CCC(C)[C@H]1CNC(=S)N1CCc1cc(C(F)(F)F)cc(C(F)(F)F)c1 (some centres not stated)	8	/	5	0	-4	-18	-0.6	18	-6	-47
O=C(Nc1nnc(CCN2CCCCC2)s1)C1CCCCC1	-1	14	-4	-5	-13	29	-4.5	-29	1	9
COC(=O)C1=C(C)N(C(C)c2ccccc2)C(=O)C1 (configuration not stated)	-4	2	-2	-2	16	-5	-2.3	5	0	-6
C[C@@]12C(=O)N(c3ccc(F)cc3)C(=O)N1[C@@H]1c3ccccc3OC[C@@H]1[C@H]2c1ccccc1	10	/	4	-4	19	15	0.8	-15	-4	-12
CN(C(=O)CSc1nnc(-c2ccco2)n1C)C1CCCCC1	16	13	-3	-2	11	-2	-1.8	2	1	/
Cc1ccc(NS(=O)(=O)c2ccc3c(c2)CC(=O)N3)c(C)c1	2	/	-1	/	-12	-1	-1.9	1	/	1

Quoted at random: 6 records from the list
SMILES	Rtt109 HAT inh	NSD2 HMT inh	dFosB activator	CAL PDZ FP-1	PvdQ acylase	SR-BI uptake up	CAL PDZ FP-2	SR-BI HDL uptake	MITF act	PfHsp90 set2
CC(=O)N1CCOc2ccc(S(=O)(=O)N3CCN(c4cccc(C(F)(F)F)c4)CC3)cc21	1	-2	-14	-1	-9	-8	-1.3	8	-10	-17
O=C(Nc1nnc(CCN2CCCCC2)s1)C1CCCCC1	-1	14	-4	-5	-13	29	-4.5	-29	1	9
CCC(C)[C@H]1CNC(=S)N1CCc1cc(C(F)(F)F)cc(C(F)(F)F)c1 (some centres not stated)	8	/	5	0	-4	-18	-0.6	18	-6	-47
C[C@@]12C(=O)N(c3ccc(F)cc3)C(=O)N1[C@@H]1c3ccccc3OC[C@@H]1[C@H]2c1ccccc1	10	/	4	-4	19	15	0.8	-15	-4	-12
Cc1ccc(NS(=O)(=O)c2ccc3c(c2)CC(=O)N3)c(C)c1	2	/	-1	/	-12	-1	-1.9	1	/	1
CCOc1ccc(-n2c(-c3ccco3)n[nH]c2=S)cc1	1	2	-2	/	-6	28	-0.3	-28	/	5

The listing continues.
SMILES	Rtt109 HAT inh	NSD2 HMT inh	dFosB activator	CAL PDZ FP-1	PvdQ acylase	SR-BI uptake up	CAL PDZ FP-2	SR-BI HDL uptake	MITF act	PfHsp90 set2
CCOc1ccc(S(=O)(=O)N2CCN=C2c2ccccc2)c(C)c1C	-5	-1	-17	-1	-6	1	-1.7	-1	4	19
O=C1NC(=O)C(CC(=O)N(Cc2ccco2)C2(C(=O)NC3CCCC3)CCCCC2)N1 (configuration not stated)	-10	-2	3	/	-17	16	0.1	-16	2	-16
CCCCC(NC(=O)Cc1c(C)c2cc3c(-c4ccccc4)coc3c(C)c2oc1=O)C(=O)O (configuration not stated)	1	5	-34	-19	-15	-7	/	7	5	-41
CCC1=C/C(=C/c2sc3ccccc3[n+]2CC)CC(C)(C)C1	20	/	-10	-5	-14	32	-0.1	-32	3	-12
Cc1cccc(C(=O)Nc2cc(S(=O)(=O)N3CCOCC3)ccc2N2CCCC2)c1	6	-3	0	-2	-6	2	-1.6	-2	-16	/
COc1ccc2cc1Oc1ccc(cc1)C[C@H]1c3cc(c(OC)cc3CCN1C)Oc1c(OC)c(OC)cc3c1[C@H](C2)N(C)CC3	25	/	26*	7	-13	20	-2.7	-20	-94	-19
COc1cc(C(C)=NNC(=O)c2ccncc2)ccc1O	3	5	-11	-3	-9	7	0.4	-7	-2	0
O=C(NNC(=O)c1cccc2ccccc12)c1ccc(Br)cc1	-10	/	7	0	-5	-29	-0.6	29	41	-7
Cc1ccc(N(Cc2cc(=O)[nH]c3ccccc23)C(=O)C(C)C)cc1	15	-375	-7	-3	10	8	-2.4	-8	7	-11
c1ccc2cc(Cn3ccnc3)ccc2c1	-3	5	-6	-3	-17	-3	1.6	3	-14	-11
Nc1nonc1C(=O)NC(c1ccccc1)c1ccccc1	6	-2	1	-6	-9	10	7.8	-10	-10	-26
O=C(C1=C[C@@H](C2CCCCC2)C[C@@H](OCCCCO)O1)N1CCN(Cc2ccc3c(c2)OCO3)CC1	-1	/	-6	-2	-15	8	-0.3	-8	4	-17
CCCc1cc(=O)n2[nH]c(Cc3ccccc3)nc2n1	-2	-3	0	-1	-18	5	-0.7	-5	11	-10
CC12CCC(C(=O)Nc3cc(F)ccc3F)(CC1=O)C2(C)C (configuration not stated)	5	-1	4	/	2	-6	-0.2	6	-16	-9
O=c1cc(Cl)[nH]c(=O)n1Cc1ccc(F)cc1	-5	2	-1	2	-13	-1	1.3	1	-4	-115
CCOc1ccc(CC2NCCc3cc(OCC)c(OCC)cc32)cc1OCC (configuration not stated)	2	14	-9	13	2	/	0.7	/	-4	25
CCn1c2ccccc2c2cc([N+](=O)[O-])ccc21	1	-3	7	4	5	-32	0.1	32	-4	-8
CCNC(=O)COC(=O)/C=C/c1c(C)nn(Cc2cccc(OC)c2)c1Cl	0	0	-8	4	-15	-10	-4.0	10	-3	8
CN(C)Cc1c(O)ccc2occ(C(O)c3ccccc3)c12 (configuration not stated)	-2	/	-1	-4	2	-7	-1.0	7	2	10
COc1ccc(S(=O)(=O)N(C)c2ccc(C(=O)NCc3ccccn3)cc2)cc1OC	-5	-1	-3	-2	-5	5	-0.7	-5	-10	4
C=CCn1c(Cc2csc(N)n2)nnc1SCC(=O)OCC	0	6	7	-2	-13	36	-1.5	-36	0	/
COc1ccc(CN2CCn3ncc(C(=O)Nc4cc(C)cc(C)c4)c3C2=O)cc1	15	0	-3	5	-7	-74	-0.6	74*	11	/
CC(C)(CNC(=O)Cc1ccc(Cl)cc1Cl)N1CCCCC1	-3	3	-7	/	-8	/	-1.2	/	-1	12
Cc1nn(Cc2ccccc2)c(Cl)c1C(=O)NC(C)(C)C	-1	-3	-2	0	-13	-22	-2.5	22	-8	-49
CC(C)(C)n1nc2c(c1NC(=O)CCCc1ccccc1)CS(=O)C2 (configuration not stated)	6	/	0	/	-2	6	-1.0	-6	-2	-12
CCOCCOC(=O)C1=C(C)N(C)C(=O)NC1c1cc(Cl)c(O)c(OC)c1 (configuration not stated)	10	-3	-3	-4	2	6	-1.6	-6	-4	-3
CCC(C(=O)Nc1nc(C)cs1)c1ccccc1 (configuration not stated)	0	10	1	3	-8	45	-0.2	-45	8	-1
CN1CCN(S(=O)(=O)c2cccc(C(=O)N(C)Cc3cccs3)c2)CC1	-6	4	-1	/	-17	17	-0.1	-17	7	9
Cc1sc(NC(=O)c2cccc([N+](=O)[O-])c2)c(C(N)=O)c1-c1ccc(C(C)(C)C)cc1	2	0	-7	-5	-15	-77	-0.1	77*	-9	2
Cc1ccc(C(=O)O/N=C(/c2nonc2N)N(C)C)cc1	5	2	1	0	-12	9	0.8	-9	-6	19
COc1cccc(NC(=O)C(Sc2nnc3ccccn23)c2ccccc2)c1 (configuration not stated)	5	-1	0	-1	2	28	-2.4	-28	-10	17
O=S(=O)(c1ccc(F)cc1)N1CCN(Cc2ccccn2)CC1	5	0	-5	5	6	-11	-1.4	11	-9	/
CC(C)NC(=O)C(=O)NC1CCCCCC1	4	-2	4	/	-13	-8	0.0	8	10	8
CCOC(=O)c1c(NC(=O)CCC(=O)NCc2ccco2)sc2c1CCCC2	-9	0	-7	2	-2	-6	-2.4	6	/	/
CCOc1ccc(NC(=O)CN2CCN(CC(=O)Nc3ccc(OC)cc3)CC2)cc1	9	-1	-2	/	7	-78	-1.0	78*	3	/
FC(F)(F)c1cnc(Oc2ccccc2-c2nnc(-c3ccc(Cl)cc3)o2)c(Cl)c1	8	-4	-15	-5	7	-25	-0.7	25	6	-8
O=c1c2cccnc2[nH]c(=S)n1CCC1=CCCCC1	4	1	-6	-2	6	2	-1.3	-2	-3	8
O=C(O)c1cccc(-c2nnn(Cc3ccccc3Cl)n2)c1	3	0	-7	-3	-4	-5	-3.0	5	-55	12
S=C(c1ccc(N2CCOCC2)cc1)N1CCOCC1	-2	0	-4	-1	-6	13	-0.4	-13	-2	-18
